Luciferase inh = inhibitors of firefly (Photinus pyralis) luciferase; P08659; purified P. pyralis luciferase, luminescence, biochemical; Potency, µM (series often up to 115 µM), without a hit: top-dose activity change, negative = inhibition, usual class: inhibitors; 76,000 compounds, 2.5% hits; note: potency is the fitted concentration of half-maximal effect; nearly all actives have a fitted effect of over 65% in size
Target sequence (P08659 whole entry, looked up): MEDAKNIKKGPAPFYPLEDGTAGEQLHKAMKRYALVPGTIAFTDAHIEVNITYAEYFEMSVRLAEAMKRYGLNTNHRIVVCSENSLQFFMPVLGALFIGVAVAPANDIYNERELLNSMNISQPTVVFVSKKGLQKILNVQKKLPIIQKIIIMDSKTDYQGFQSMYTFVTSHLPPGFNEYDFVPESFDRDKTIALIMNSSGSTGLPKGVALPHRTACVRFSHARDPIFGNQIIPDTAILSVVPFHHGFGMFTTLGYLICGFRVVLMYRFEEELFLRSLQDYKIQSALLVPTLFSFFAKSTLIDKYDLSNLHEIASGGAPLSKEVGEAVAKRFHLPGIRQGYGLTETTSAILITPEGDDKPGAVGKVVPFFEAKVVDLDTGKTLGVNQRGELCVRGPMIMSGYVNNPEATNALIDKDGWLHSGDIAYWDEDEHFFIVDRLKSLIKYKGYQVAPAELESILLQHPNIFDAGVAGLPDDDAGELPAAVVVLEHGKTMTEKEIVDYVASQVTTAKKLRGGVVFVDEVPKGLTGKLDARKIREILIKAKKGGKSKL
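Inhibitors were tested against purified firefly luciferase in a biochemical, low-substrate format (both substrates at 10uM) and luminescence measured with a CCD imager.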
SNCA expr inhib = inhibitors of alpha-synuclein (SNCA) gene expression | HEK-293 SNCA-luciferase knock-in, luminescence, 24 h | Potency, µM (series often up to 57.2 µM), for inactives: top-dose activity change, negative = inhibition, usual class: inhibitors | 140,000 compounds, 0.17% hits;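 note: potency is the fitted concentration of half-maximal effect; plate controls were DMSO cells for no effect and cell-free wells for full effect; nearly all actives have a fitted effect of over 45% in size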
HEK293 tox = cytotoxic compounds in HEK 293 cells; Potency, µM (highest dose often 115 µM), without a hit: at the highest dose activity change, negative = cytotoxicity, usual class: inhibitors; AID 1345083; HEK 293 viability, ATP luminescence (CellTiter-Glo), 48-72 h; 94,000 compounds, 6.6% hits; note: potency is the fitted concentration of half-maximal effect; nearly all actives have a fitted effect of over 60% in size
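Viability of HEK 293 cells, plated at 250 cells/well, was judged by cellular ATP after compound treatment for 48 or 72 hr. Luminescence was imaged 10 min after CellTiter-Glo addition at room temperature.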
IP6K1 inhibitor = IP6K1 kinase inhibition; activity change, % (series mostly up to about 58 µM); 140,000 compounds, 0.81% hits; AID 1645851; IP6K1 kinase, ADP-Glo luminescence, 2 h; active compounds read low; in the data active = activity change below about -25%
Target sequence (Q92551 whole entry, looked up): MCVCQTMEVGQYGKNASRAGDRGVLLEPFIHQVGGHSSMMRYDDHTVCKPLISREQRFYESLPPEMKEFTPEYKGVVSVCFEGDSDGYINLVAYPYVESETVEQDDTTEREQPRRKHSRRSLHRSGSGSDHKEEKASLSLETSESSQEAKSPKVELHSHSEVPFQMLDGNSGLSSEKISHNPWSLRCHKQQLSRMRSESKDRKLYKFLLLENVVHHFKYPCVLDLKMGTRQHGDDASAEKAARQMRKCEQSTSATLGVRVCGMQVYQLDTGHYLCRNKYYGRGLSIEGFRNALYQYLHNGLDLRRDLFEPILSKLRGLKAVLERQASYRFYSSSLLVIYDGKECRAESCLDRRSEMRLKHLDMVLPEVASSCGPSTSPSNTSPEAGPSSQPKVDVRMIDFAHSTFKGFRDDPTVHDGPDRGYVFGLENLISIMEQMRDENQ
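ADP-Glo luminescence measures ADP made by human IP6K1 during a 2 h RT reaction with ATP/IP6 (mix at 1.3 mM/130 uM); top library doses 57.5 and 19.1 uM final.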
SNCA viab count = reduces viability of HEK-293 SNCA reporter cells | HEK-293-SNCA-luc viability, GF-AFC fluorescence, 24 h | Potency, µM (titrated, usually from 57.1 µM), inactives show at the top dose activity change, negative = cytotoxicity, most hits filed as cytotoxic | 150,000 compounds, 0.12% hits;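 note: potency is the fitted concentration of half-maximal effect; 0% = DMSO-treated cells and -100% = medium-only wells without cells; nearly all actives have a fitted effect of over 30% in size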
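Cytotoxicity counterscreen: after 24 h compound treatment of genome-edited SNCA-luciferase HEK-293 cells, live-cell protease substrate GF-AFC read by fluorescence after 30 min; activity scaled between DMSO (0%) and medium-only (-100%), curves Hill-fitted.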
NIH3T3 tox = kills NIH 3T3 cells; 94,000 compounds, 4.3% hits; NIH 3T3 viability, CellTiter-Glo ATP luminescence, 48-72 h; Potency, µM (highest dose often 96.7 µM), for the others: top-dose activity change, negative = cytotoxicity, hits mostly inhibitors; AID 1345082; note: potency is the fitted concentration of half-maximal effect; nearly all actives have a fitted effect of over 55% in size
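Cytotoxicity is measured as loss of cellular ATP: NIH 3T3 cells (400/well) are exposed to compound for 48 or 72 hr at 37 °C, then CellTiter-Glo luminescence is imaged after 10 min at room temperature.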
GPT2 inh = GPT2 alanine aminotransferase inhibition | Recombinant GPT2, coupled pyruvate oxidase/HRP Amplex Red fluorescence | Potency, µM (highest dose often 57.7 µM), inactives show at the highest dose activity change, negative = inhibition, actives largely listed as inhibitors | 100,000 compounds, 0.25% hits | AID 1671188; note: potency is the fitted concentration of half-maximal effect; nearly all actives have a fitted effect of over 60% in size; many of its hits are not listed in these tables
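GPT2 10ng/uL, a-KG 250uM, L-Ala 2mM, HEPES pH7.5 + 0.0001% Tween; 30 min RT. Then Amplex mix (PO/HRP/ThPP), 30 min RT dark, fluorescence. AOA 50uM used as positive control.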
An asterisk follows results filed as active; i = inactive; ? = inconclusive; nt = no result given; [ ] = dose if it differs, or a comment. Unless noted, calls come from the whole dose curve; as a rule, active = well fitted curve in the direction sought with a large enough effect; inconclusive = small, poorly fitted or top-dose-only effect, or another doubt; inactive = no such curve, though single readings can be large; an effect the other way counts as inactive or inconclusive. Unless noted, % is set by controls: 0 for no effect and ±100 for the full control effect.

SMILES | Luciferase inh | SNCA expr inhib | HEK293 tox | IP6K1 inhibitor | SNCA viab count | NIH3T3 tox | GPT2 inh
COc1ccc(-c2cccc(C(=O)N3CCN([S+](=O)([O-])c4c(C)noc4C)CC3)c2)nn1 | nt | nt | -17.0% | -7.5 | nt | ? | nt
CCOC(=O)c1c(C)oc2nc(C)nc(NCCc3ccc(OC)c(OC)c3)c12 | nt | 26.3% | nt | -2.1 | -4.1% | nt | nt
COC(=O)c1c(N)n(-c2ccc(OC)c(Cl)c2)c2nc3ccccc3nc12 | nt | 35.7%[activator] | nt | -1.4 | 6.7% | nt | nt
O=C1CC(c2ccccc2)N(C(=O)c2ccccn2)CCCCCN1 (stereo not given) | -3.1% | 9.3% | i | 5.9 | -5.2% | -4.2% | i
O=C(NCc1ccccc1)N1CCC(N2CC3CC(C2)[C@H]2CCCC(=O)N2C3)CC1 (stereo not given in full) | -3.0% | -19.3% | 9.6% | 26.1 | ? | i | 0.4%
COc1cncc(NC(=O)C2=NO[C@@H]3CN(Cc4ccc(O)c(Cl)c4)C[C@H]23)c1 | 14.5%[172 µM] | -49.0%[87.6 µM] | ? | -13.8 | -21.5%[87.6 µM] | -29.0%[138 µM] | 2.0%[88.5 µM]
CCCOc1ccc(C2c3c(oc4ccccc4c3=O)C(=O)N2c2ccc(C)cn2)cc1OCC (stereo not given) | nt | 4.1% | nt | -1.1 | -2.7% | nt | nt
CCOc1ccc(CNC(=O)CCCn2c(=O)c3cccn3c3ccc(F)cc32)cc1 | nt | -2.3% | nt | -4.4 | 10.8% | nt | nt
CCOC(=O)C(Cc1cccc(N2CCN(C(=O)c3c(Cl)cccc3Cl)CC2)c1)OC (stereo not given) | nt | nt | ? | 4.8 | nt | ? | nt
O=C(NCC1CC1)C1CCc2nnc(-c3cccc(C(F)(F)F)c3)n21 (stereo not given) | nt | -1.6%[87.6 µM] | -22.7%[172 µM] | -3.5 | 6.8%[87.6 µM] | -9.8%[138 µM] | i
COCCNC(=O)C(C)[C@@H]1CC[C@@]2(C)CC[C@H](NC(=O)c3ccccn3)[C@@H](C)[C@@H]2[C@H]1O (stereo not given in full) | 8.9%[172 µM] | -20.4%[87.6 µM] | -4.9%[172 µM] | -0.5 | 2.5%[87.6 µM] | -10.7%[138 µM] | -1.4%[88.5 µM]
CCCCn1c(=O)c(C(=O)N2CCN(C(=O)C(C)(C)C)CC2)nc2cccnc21 | nt | -1.3% | 0.5% | -1.1 | 0.2% | -21.9% | i
CCOC(=O)C=C[C@H](C[C@@H]1CCNC1=O)NC(=O)[C@@H](CC(=O)[C@@H](NC(=O)c1cc(C)on1)C(C)C)Cc1ccc(F)cc1 | nt | 45.3%[activator] | nt | nt | -5.0% | nt | i
COCCCn1c(C)cnc1CC1CCN(C(=O)C2CCCCC2)CC1 | nt | -19.0% | i | 2.1 | 6.0% | -4.2% | -0.9%
CCOC(=O)c1ccc(N2C(=O)c3n[nH]c(-c4cccs4)c3C2c2ccc(C)cc2)cc1 (stereo not given) | nt | 23.3% | nt | -9.8 | -1.8% | nt | nt
CC(=O)OC1C(O)CC2(C)C(CCC3(C)C2CC=C2C4C5(CCC(CO[C@@H]6O[C@H](CO)[C@@H](O)[C@H](O)[C@H]6O)(OC5=O)C4(C)O)C(O)CC23C)C1(C)C (stereo not given in full) | nt | nt | nt | 17.8 | -0.2%[23.9 µM] | nt | i
O=C(NCCCN1CCCc2ccccc21)c1cccnc1N1CC2CC(C1)[C@H]1CCCC(=O)N1C2 (stereo not given in full) | -6.9% | -27.3% | ? | 15.2 | -7.3% | -16.3% | ?
CCCCNC(=O)CCc1c(C)nc2cc(-c3ccccc3)nn2c1C | nt | -28.6% | nt | 10.5 | -6.2% | nt | nt
COc1ccc(-c2nc3ccccc3o2)cc1NC(=O)COc1ccc(C(C)(C)C)cc1 | nt | 84.0%[activator] | nt | -1.8 | 7.0% | nt | nt
CN(Cc1cccnc1)Cc1nc(C2(O)CCN(Cc3ccccc3F)CC2)cs1 | -2.5%[172 µM] | -2.2%[87.6 µM] | ? | 0.3 | -2.2%[87.6 µM] | ? | i
O=C(NCCc1ccc(Cl)cc1)c1ccc2nc(-c3cccnc3Cl)oc2c1 | nt | 65.9%[activator][87.6 µM] | ? | 2.2 | -2.5%[87.6 µM] | ? | i
CC(=O)c1ccc(NC(=O)CN2C(=O)NC3(CCC(C)CC3)C2=O)cc1 (stereo not given) | -2.2% | 0.6% | -26.4% | -15.9 | 4.7% | -24.8% | -5.6%
CC(C)Oc1ccc(CNC(=O)Cc2ccc(NC(=O)N3CCSc4ncccc43)cc2)cc1 | nt | -25.9% | nt | 25.8 | -5.6% | nt | nt
COC(=O)[C@]12C(=O)C(C)=C(O)[C@@]1(C)C(C)=CC1[C@@]34CC[C@@H](OC(C)=O)C(C)(C)C3[C@H](C[C@]12C)OC4=O (stereo not given in full) | nt | nt | nt | 4.4 | 4.9%[23.9 µM] | nt | 3.0%[27.3 µM]
Cc1ncc(CN2CCCC2C(=O)Nc2ccc(-c3cccc(F)c3)cc2)n1C (stereo not given) | -28.8% | 142.9%[activator] | 20µM* | 16.5 | 3.4% | ? | i
CCN(CC)CCCCNc1ncc2c(n1)N(C)C(=O)N(c1c(Cl)c(OC)cc(OC)c1Cl)C2 | nt | -25.8% | nt | nt | ? | nt | 0.6%
O=C(NCC1CC1)C1(CCO)CCN(Cc2ccccc2)C1 (stereo not given) | 4.4% | 0.6% | -8.1% | 6.2 | -0.9% | -23.3% | i
Cc1cc(C(=O)N2CCCC(O)(CN3CCCC3)C2)ccc1Cl (stereo not given) | -10.9% | 2.7% | -0.3% | -1.4 | 1.8% | -13.2% | -6.0%
CCN1CCCC12Cc1ccccc1CN(C(=O)c1ccccc1)C2 (stereo not given) | nt | -18.4% | ? | 0.5 | -16.4% | ? | -9.5%
CCOc1ccc(Nc2ncnc3c2cnn3-c2ccc(F)cc2)cc1 | nt | 17.4% | nt | 25.9 | 2.7% | nt | nt

Structures from the list above that have sulfur, in the order listed:
SMILES | Luciferase inh | SNCA expr inhib | HEK293 tox | IP6K1 inhibitor | SNCA viab count | NIH3T3 tox | GPT2 inh
COc1ccc(-c2cccc(C(=O)N3CCN([S+](=O)([O-])c4c(C)noc4C)CC3)c2)nn1 | nt | nt | -17.0% | -7.5 | nt | ? | nt
CCOC(=O)c1ccc(N2C(=O)c3n[nH]c(-c4cccs4)c3C2c2ccc(C)cc2)cc1 (stereo not given) | nt | 23.3% | nt | -9.8 | -1.8% | nt | nt
CN(Cc1cccnc1)Cc1nc(C2(O)CCN(Cc3ccccc3F)CC2)cs1 | -2.5%[172 µM] | -2.2%[87.6 µM] | ? | 0.3 | -2.2%[87.6 µM] | ? | i
CC(C)Oc1ccc(CNC(=O)Cc2ccc(NC(=O)N3CCSc4ncccc43)cc2)cc1 | nt | -25.9% | nt | 25.8 | -5.6% | nt | nt

Going on with the list.
SMILES | Luciferase inh | SNCA expr inhib | HEK293 tox | IP6K1 inhibitor | SNCA viab count | NIH3T3 tox | GPT2 inh
CC(C)[C@@H]1CN(C(=O)c2ncn[nH]2)C[C@H]1NS(=O)(=O)N(C)C | 0.6% | -6.8% | i | 4.6 | 6.2% | i | 4.6%
COc1ccc(F)cc1-c1ccc(CN2CCC(N[S+](=O)([O-])c3ccc(NC(C)=O)cc3)C2)cc1 (stereo not given) | nt | nt | 14.1µM* | -7.3 | nt | ? | nt
COc1ccc(Cl)cc1NC(=O)CN(c1cccc(C)c1C)S(C)(=O)=O | nt | -25.2% | nt | 24.9 | -7.7% | nt | nt
Cn1ncc2c(C(=O)NC3CC3)cc(-c3cc(Cl)cc(Cl)c3)nc21 | nt | 4.2% | i | -1.1 | 6.2% | i | -12.1%
Cc1ccc(NC(=O)C2CCN(C(=O)c3cnn(-c4ccccc4)c3-n3cccc3)CC2)cc1C | nt | -7.7% | nt | -20.5 | 8.2% | nt | nt
Cc1cccc(OC(C)C(=O)Nc2nonc2-c2ccc(Br)cc2)c1C (stereo not given) | nt | 4.4% | nt | 17.9 | 1.8% | nt | nt
CCOC(=O)N1CCN(C(=O)c2cc(Cn3nc(C)cc3C)[nH]n2)CC1 | -8.6% | -11.1% | -7.7% | 4.6 | -6.0% | i | -2.1%
CCNc1nc(NC(C)(C)C)nc(Oc2ccc(=O)n(-c3ccccc3)n2)n1 | nt | -13.7% | nt | -6.9 | 5.5% | nt | nt
Cc1nnc2n1CCC(N(C)C(=O)CCc1nc3ccccc3s1)CC2 (stereo not given) | -5.5% | -4.8% | -2.2% | -11.9 | -5.4% | -7.5% | -13.0%
COc1cc(OC)c(NS(=O)(=O)c2c(C)nc3sc(C)cn3c2=O)cc1Cl | nt | -3.1% | nt | -12.1 | -2.4% | nt | nt
CN(C)S(=O)(=O)N1CCC(F)(c2nc(-c3ccccc3)no2)CC1 | ? | 38.7%[activator] | ? | -11.0 | 1.8% | -18.1% | i
Cc1cc(=O)n(CC(=O)Nc2ccc(Br)cc2)c(N(C)Cc2ccccc2)n1 | 6.8% | -19.4% | ? | -8.4 | -17.5% | ? | -11.6%
O=C(c1ccncc1)N1CCC2(CC1)CC(N(C(=O)c1ccccc1)C1CC1)CCO2 (stereo not given) | 0.6% | -12.8% | -29.4% | -9.8 | 4.3% | -27.3% | i
COc1ccc(-c2ccc(C(=O)N3CCC(NC(=O)NC4CCCC4)CC3)cc2)nn1 | nt | nt | ? | 0.1 | nt | -14.3% | nt
COc1ccc(C(=O)N2CCc3ccc(C(=O)NCc4ccccc4OC)cc32)cc1 | -6.6% | 4.8% | ? | -5.5 | -24.7% | ? | i
O=C(NCCc1ccccc1)c1ccc2oc(-c3ccncc3)nc2c1 | nt | 29.1% | -10.9% | 6.1 | 13.5% | -31.6% | -4.3%
O=C1CO[C@H]2CCN(Cc3nccs3)CC[C@@H]2N1Cc1ccccc1 | -4.5%[172 µM] | -7.5%[87.6 µM] | ? | 1.6 | 1.4%[87.6 µM] | ? | i
O=C1CCCCN1CC(=O)N1CCCC(c2ccccc2)(c2ccccc2)C1 | 13.8% | 2.0% | ? | 10.3 | 4.1% | -12.4% | -10.1%
Fc1ccc(Cc2nc3nccc(-c4cccs4)n3n2)cc1 | -14.2% | 128.5%[activator] | ? | -9.5 | -2.1% | ? | 0.4%
Cc1cccc(C(=O)Nc2cccc(-c3ccc(N4CCN(C)CC4)nn3)c2)c1 | 31.6µM* | 29.5% | ? | -3.8 | -4.6% | 39.8µM* | ?
CCCCCCOc1ccc(-c2nc3ccc(Br)cc3c(=O)o2)cc1 | nt | -5.5% | nt | 0.0 | 4.5% | nt | nt
COc1ccc(-n2c(CCC(=O)O)ccc2-c2ccccc2)c(OC)c1 | nt | 44.1%[activator] | nt | -10.8 | 22.4% | nt | nt
COc1ccc(-c2nc(C3CC3)nc3c2CCN(Cc2cccnc2)CC3)cc1 | 3.9% | -2.1% | ? | 5.8 | -4.6% | ? | 1.6%

Some of the compounds tested, so the mix of outcomes need not match the whole.
